Rtt109 Vps75 – inhibitors of C. albicans Rtt109/Vps75 HAT, primary screen, biochemical, ThioGlo CoA-SH fluorescence, plate reader. purified Rtt109/Vps75, 4 h. inhibition, % at 34.9 µM. 330,000 compounds, 0.16% hits;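 active = inhibition of at least 50% in every replicate; inconclusive = best replicate reaches 50% inhibition but some replicates fall short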
Target sequence (Q5AAJ8 whole entry, looked up): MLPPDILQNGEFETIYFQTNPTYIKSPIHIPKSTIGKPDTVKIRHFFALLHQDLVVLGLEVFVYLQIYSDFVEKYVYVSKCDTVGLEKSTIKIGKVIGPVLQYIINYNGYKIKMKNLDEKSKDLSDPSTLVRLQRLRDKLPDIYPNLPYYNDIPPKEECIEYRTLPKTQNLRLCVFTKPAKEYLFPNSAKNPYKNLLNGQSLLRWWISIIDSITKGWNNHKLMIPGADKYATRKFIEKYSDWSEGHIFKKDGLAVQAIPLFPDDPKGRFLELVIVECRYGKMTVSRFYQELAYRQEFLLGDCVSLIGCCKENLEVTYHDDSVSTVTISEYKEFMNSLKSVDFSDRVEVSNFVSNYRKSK
MITF TRPM1 HTS – activators of MITF-driven TRPM1 promoter reporter, primary screen, cell-based, SK-MEL-5, luciferase, single point. SK-MEL-5 TRPM1-promoter luciferase, 24 h; % of positive control, neutral wells = 0. activation, % at 12.5 µM. 300,000 compounds, 0.75% hits;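 active = mean activation of at least 80% with every replicate also reaching 80%; inconclusive = mean reaches 80% but some replicate falls short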;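 also: 0% = neutral control wells and 100% = parthenolide positive control wells; values of inactives mirror those of a sister screen read the other way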
PfHsp90 set2 – growth inhibition of PfHsp90-expressing yeast, primary screen, antimalarial PfHsp90 inhibitor project, S. cerevisiae, BacTiter-Glo luminescence, single point, set 2. BacTiter-Glo ATP, 48 h; yeast lacking PDR1 and PDR3 efflux regulators. inhibition, % at 9.4 µM. 310,000 compounds, 0.32% hits;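 active = every replicate shows inhibition above about 80%, whatever the replicate mean, limit read from the data; inconclusive = mean inhibition reaches the set limit but some replicate falls short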;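 also: 0% = DMSO neutral controls and 100% = 20 µM radicicol positive controls; yeast relying on Plasmodium falciparum Hsp90 in place of its own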
PvdQ inh – P. aeruginosa PvdQ acylase inhibitors, primary screen, biochemical, fluorescence, plate reader and imaging, single point; AID 488965, 2010; inhibition, % at 10 µM; purified PvdQ acylase; PvdQ acylase [Pseudomonas aeruginosa LESB58]; 340,000 compounds, 0.063% hits; in the data active = inhibition above about 30%, passing the limit was not always enough; inconclusive = no clear call, values can overlap the other calls;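 also: 0% = vehicle neutral wells and 100% = reference inhibitor wells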
dFosB activator – activators of delta FosB homodimer, primary screen, biochemical, fluorescence polarization, TAMRA-CDK5 oligo, single point; purified delta FosB; percent of positive-control signal above neutral wells; AID 493131, 2011; activation, % at 25 µM; 340,000 compounds, 0.99% hits;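 active = mean activation above about 17%, with every replicate also reaching it, limit read from the data, passing the limit was not always enough; inconclusive = only one of the two conditions met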;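 also: fluorescence polarization rise as delta FosB binds a TAMRA Cdk5 AP-1 oligo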
SR-BI DiI inh – inhibitors of SR-BI mediated HDL lipid uptake, primary screen, ldlA[mSR-BI] cells, fluorescence, single point | AID 488896, 2010 | inhibition, % at 12.5 µM | 320,000 compounds, 0.96% hits | ldlA[mSR-BI] CHO cells, DiI-HDL uptake fluorescence, 3 h | Scavenger receptor class B member 1 (Mus musculus), Q61009;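 active = mean replicate inhibition of at least 70% and a set share of replicates each scoring 70 or more; inconclusive = meets just one of the two criteria; inactive = fails both criteria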;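 also: 0% = median of neutral control wells and 100% = median of positive control wells; values of inactives mirror those of a sister screen read the other way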
Target sequence (Q61009 whole entry, looked up): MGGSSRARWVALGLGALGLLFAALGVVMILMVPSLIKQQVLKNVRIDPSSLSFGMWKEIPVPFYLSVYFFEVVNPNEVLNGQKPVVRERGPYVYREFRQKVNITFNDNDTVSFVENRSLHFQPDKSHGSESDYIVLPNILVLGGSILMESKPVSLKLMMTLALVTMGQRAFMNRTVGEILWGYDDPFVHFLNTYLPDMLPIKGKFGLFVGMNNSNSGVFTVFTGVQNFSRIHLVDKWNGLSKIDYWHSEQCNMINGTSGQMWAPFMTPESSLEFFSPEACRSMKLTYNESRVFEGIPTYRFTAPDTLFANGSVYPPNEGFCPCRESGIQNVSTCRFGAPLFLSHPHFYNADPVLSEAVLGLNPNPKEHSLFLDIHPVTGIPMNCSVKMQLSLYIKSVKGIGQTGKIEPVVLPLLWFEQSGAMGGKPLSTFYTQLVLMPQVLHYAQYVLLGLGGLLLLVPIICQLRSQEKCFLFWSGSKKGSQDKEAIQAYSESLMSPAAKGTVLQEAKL
CAL PDZ FP-1 – untagged CAL PDZ binding inhibitors, primary screen, biochemical, fluorescence polarization, HTS; Golgi-associated PDZ and coiled-coil motif-containing protein (Homo sapiens), Q9HD26; purified CAL PDZ, TMR-peptide fluorescence polarization, 1 h; inhibition, % at 24.9 µM; 300,000 compounds, 0.92% hits; AID 602252, 2012;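 active = mean inhibition of at least 30% with at least half of replicates also reaching 30%; inconclusive = no clear call, values can overlap the other calls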;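 also: 0% = DMSO neutral control and 100% = excess unlabeled competitor peptide PRC23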
NSD2 HMT inh – NSD2 histone methyltransferase inhibitors, primary screen, biochemical, AlphaScreen, single concentration, set 2. AID 743445, 2014. 310,000 compounds, 0.54% hits. inhibition, % at 12.5 µM. NSD2 peptide methylation, 120 min. Histone-lysine N-methyltransferase NSD2 (Homo sapiens), O96028; in the data active = inhibition above about 50%
CAL PDZ FP-2 – CAL PDZ peptide-binding inhibitors, primary screen, biochemical, fluorescence polarization, Cer-tagged CAL PDZ, HTS; Golgi-associated PDZ and coiled-coil motif-containing protein (Homo sapiens), Q9HD26; purified CAL PDZ, TMR-peptide fluorescence polarization, 1 h; inhibition, % at 20 µM; 330,000 compounds, 0.02% hits; AID 504414, 2011;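 active = highest replicate inhibition of at least 40%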;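 also: plate controls were DMSO neutral control wells for no effect and unlabeled competitor peptide control wells for full effect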
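Test system: tagged CAL PDZ domain / Buffer or medium: sodium phosphate/NaCl buffer pH 7.4 with TCEP, IgG, Thesit / Reagent: TMR-labelled reporter peptide T*-PRC34 bound in PDZ groove / Compound dosing: single point, 20 µM / Schedule: 1 h incubation at room temperature before polarization reading / Technique: fluorescence polarization (mP) / Benchmarks: unlabelled peptide, DMSO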
SR-BI uptake up – activators of SR-BI mediated DiI-HDL uptake, primary screen, ldlA[mSR-BI] CHO cells, DiI fluorescence; 3 h; 100 = double the neutral-control signal; activation, % at 12.5 µM; 320,000 compounds, 0.096% hits;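 active = mean replicate activation of at least 60% and every replicate at or above 60%; inconclusive = mean or all-replicate condition met, but not both; inactive = mean below 60% and not all replicates reaching 60%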;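 also: 0% = median plate neutral-control signal and 100% = twice that signal; values of inactives mirror those of a sister screen read the other way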
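Material – SR-BI-overexpressing, LDLR-lacking CHO cells · Medium – BSA-supplemented, HEPES-buffered Ham's F12, pH 7.4 · Doses – single concentration · Times – compound with DiI-HDL co-incubation, 3 h at 37 °C · Measured by – bottom-read fluorescence, 550/595 nm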
The depositor's hits bear a star; ? = inconclusive; . = not tested or not shown.

SMILES	Rtt109 Vps75	MITF TRPM1 HTS	PfHsp90 set2	PvdQ inh	dFosB activator	SR-BI DiI inh	CAL PDZ FP-1	NSD2 HMT inh	CAL PDZ FP-2	SR-BI uptake up
CC(NC(=O)c1ccc(NC(=O)CC2SC(N3CCCC3)=NC2=O)cc1)c1ccccc1 (stereo unspecified)	1	4	13	4	-8	-3	.	1	0.0	3
O=c1[nH]c2ccc(Br)cc2c(-c2ccccc2)c1CN1CCOCC1	35	13	-21	-15	-2	7	.	.	-2.1	-7
O=S(=O)(NCc1csc(-c2cccnc2)n1)c1cccs1	14	.	-43	-18	-2	-19	.	.	-1.2	19
COc1ccc(Cn2nnnc2C(c2cc3cccc(C)c3[nH]c2=O)N2CCOCC2)cc1 (stereo unspecified)	4	2	.	-11	-8	.	1	-2	-0.3	.
COc1cc(NC(=O)Cc2ccccc2OC)cc(OC)c1	2	.	.	-9	-3	-16	-7	-6	.	16
COc1cc(NC2c3ccccc3C(=O)N2Cc2ccc3c(c2)OCO3)cc(OC)c1OC (stereo unspecified)	10	.	7	0	1	4	0	.	-1.0	-4
CCc1cccc(C)c1NC(=O)Nc1c(Br)cnn1C	3	8	-17	11	2	-6	-3	-2	-0.6	6
C=CCN(c1cccc(C(F)(F)F)c1)S(=O)(=O)c1cccc(C(=O)OCC(=O)Nc2ccccc2)c1	-3	4	28	-16	-9	-22	.	29	-1.2	22
COC(=O)c1ccccc1Oc1c(F)c(F)nc(N2CCOCC2)c1F	4	2	21	7	-1	27	-3	-7	-0.6	-27
Cc1ccc2[nH]c(CN3CCC(CO)(CC4CCCCO4)CC3)c(C)c2c1 (stereo unspecified)	-6	-8	12	7	-3	-10	-2	8	-0.6	10
O=C(CCn1c(=O)oc2ccccc21)N1CCN(c2ccc(F)cc2)CC1	-4	-2	-21	-4	1	-32	2	.	-0.2	32
Cc1ccc(C(=O)NCCSCc2ccc(Cl)cc2Cl)cc1[N+](=O)[O-]	0	-1	14	-16	0	-3	-3	-6	-1.1	3
Cc1ccc(-c2n[nH]c(=S)n2/N=C\c2ccco2)cc1	1	-9	-9	-6	4	-15	6	-1	0.0	15
COc1ccc(NC(=O)c2ccc(-c3ccccc3)cc2)cc1NS(=O)(=O)c1ccc(F)cc1	-4	-10	-31	2	-4	26	-2	-2	-0.5	-26
COc1ccccc1Oc1ccc(NC(=O)c2ccc(Cl)cc2)cc1	0	-4	15	-6	-1	62	-2	-2	-2.1	-62
O=C(COC(=O)c1ccc(F)cc1F)NCCNC(=O)COC(=O)c1ccc(F)cc1F	-17	-13	16	-1	0	27	0	1	-2.0	-27
C=CCOc1c2ccc(C(=O)NCCc3ccc(C)cc3)cc2nn1C	-15	-1	-4	-11	0	-19	4	.	-0.7	19
COc1ccccc1N1C(=NC(=O)CCc2ccccc2)SC2CS(=O)(=O)CC21 (stereo unspecified)	2	7	-34	-10	2	-1	-7	1	-1.6	1
COc1ccc(/C=N/NC(=O)c2ccncc2)cc1Cn1nc([N+](=O)[O-])c(Br)c1C	3	-5	2	-6	-4	63	-2	-1	-3.8	-63
Cc1cc2ncn(C3CC(=O)N(Cc4ccccc4)C3=O)c2cc1C (stereo unspecified)	-1	7	18	-10	5	-22	-8	-9	-0.8	22
Cc1cc([N+](=O)[O-])ccc1NC(=O)Nc1ccccc1F	1	9	-5	7	7	94*	-4	2	-2.1	-94
CC1CCCN(C(=O)C2CCN(S(=O)(=O)c3cccc4cccnc34)CC2)C1 (stereo unspecified)	-1	2	15	-7	-7	-17	-6	.	-0.1	17
CN1CCN(C(=O)CN2C(=O)COc3ccc(S(=O)(=O)N4CCOCC4)cc32)CC1	-4	2	-12	-13	1	-10	.	-5	-1.1	10
CCn1nnnc1SCC(=O)c1ccc(C)cc1C	-9	75	18	-15	0	17	3	7	-1.4	-17
CC1=C(C(=O)OC(C)C)C(c2ccccc2)NC(=S)N1C (stereo unspecified)	0	-9	20	0	1	-22	-1	30	-3.5	22

Carrying on.
SMILES	Rtt109 Vps75	MITF TRPM1 HTS	PfHsp90 set2	PvdQ inh	dFosB activator	SR-BI DiI inh	CAL PDZ FP-1	NSD2 HMT inh	CAL PDZ FP-2	SR-BI uptake up
CCc1nnc(NC(=O)C2c3ccccc3Oc3ccccc32)s1	-1	-4	-16	-7	-12	.	1	-1	-2.2	.
Cc1ccc2c([N+](=O)[O-])c(C)ccc2n1	-28	.	-26	-8	-13	24	-8	-1	-3.2	-24
COc1ccc(N2C(=O)c3cccc4cc(Br)cc(c34)C2=O)cc1	1	-6	-6	-7	-2	10	-8	-1	-1.5	-10
Cc1c(Cl)cccc1NC(=O)COC(=O)CCc1nc2ccccc2n1-c1ccccc1	1	-1	-46	-8	-3	19	-1	-3	-2.4	-19
O=C(COC(=O)COc1ccccc1)Nc1cccc([N+](=O)[O-])c1	-15	3	7	-1	1	-7	-3	.	-0.7	7
Cc1nc(C(=O)NC2CCCCC2)sc1C1(C)CC(c2cccc([N+](=O)[O-])c2)=NO1 (stereo unspecified)	-3	-10	-23	-8	-8	76*	-2	.	0.4	-76
COc1cc(OC)c(NC(=O)Cc2cccs2)cc1Cl	3	.	16	8	-3	30	4	-3	-0.8	-30
CCN(C(=O)c1ccc(S(=O)(=O)N2CCOCC2)cc1)C1CCS(=O)(=O)C1 (stereo unspecified)	-3	1	.	-7	-9	-52	4	-1	-1.3	52
CC1CCCCN1CCNC(=O)Cn1nc(-c2ccccc2)ccc1=O (stereo unspecified)	15	8	1	7	-3	-14	0	.	-1.5	14
COC(=O)c1ccccc1S(=O)(=O)N1CCC(C(=O)Nc2ccc(N3CCOCC3)cc2)CC1	3	-11	17	7	1	6	.	0	-1.6	-6
COc1ccc(CNc2ccccn2)c(O)c1	6	.	2	-10	0	9	-2	2	-0.1	-9
C=CCNC(=O)c1ccc(Sc2ccc(C)cc2)c([N+](=O)[O-])c1	-1	.	-13	7	-10	19	.	3	-1.1	-19
COc1ccccc1CNC(=O)COc1ccccc1C(=O)c1cnn(-c2ccccc2)c1	2	89*	-4	-6	-16	56	5	-2	0.3	-56
CC(C)[C@H](NC(=O)N1CCn2c1nc1ccccc12)C(=O)NC1CCCCC1	22	1	2	3	-6	3	3	2	-0.3	-3
Cc1ccccc1CCNC(=O)c1cc(C2CC2)nc2c1cnn2C(C)C	3	2	-28	-4	-4	36	2	-6	-1.8	-36
O=C1CCC(=O)N1c1ccc(-c2nc3ccccc3s2)cc1	52*	-15	3	11	2	-2	-4	-2	-2.9	2
COc1ccc(NC(=O)CSc2nc3nc(C)cc(C)c3c(=O)[nH]2)cc1OC	3	-4	-9	-10	-4	-12	-1	1	0.0	12
C=CCNC(=O)N[C@@H](CCSC)C(=O)OC	-5	-7	22	8	6	0	-2	-1	-1.0	0
c1ccc2cc3c(NCCN4CCOCC4)ccnc3cc2c1	-76	-77	21	-13	4	-30	-2	29	-4.4	30
O=C(O)c1nc(NCc2ccccc2)ncc1Cl	3	13	-14	-3	4	0	-2	1	0.9	0
Cn1c(Cc2ccccc2)nnc1SCc1cc(=O)n2ccsc2n1	-10	-5	.	-8	-5	-30	2	2	-0.4	30
O=C(CSc1ccc(F)cc1)Nc1ccc(N2CCOCC2)c(Cl)c1	-3	-1	-17	3	-13	-14	2	.	-3.1	14
COc1ccc(C(=O)Nc2ccc(NC(=O)c3ccco3)cc2)cc1	2	-4	-13	2	51*	.	.	0	0.5	.
COC(=O)c1c(NC(=O)c2cnccn2)sc2c1CCC2	-14	6	20	-15	2	17	-2	-3	-0.8	-17
C=CCOc1cccc(CNc2cccc(C(=O)O)c2)c1	-2	20	3	5	-2	.	-3	8	-0.5	.

Next section.
SMILES	Rtt109 Vps75	MITF TRPM1 HTS	PfHsp90 set2	PvdQ inh	dFosB activator	SR-BI DiI inh	CAL PDZ FP-1	NSD2 HMT inh	CAL PDZ FP-2	SR-BI uptake up
CCn1nnc(NC(=O)C(C)Oc2ccc(Cl)cc2Cl)n1 (stereo unspecified)	4	.	-9	23	0	-7	-10	-1	-0.8	7
O=C(CCCc1ccccc1)N1CCc2ccccc21	14	63	13	-2	-4	1	0	-3	-3.1	-1
CCCc1cc(=O)[nH]c(SCC(=O)Nc2nc3ccc(OCC)cc3s2)n1	1	12	3	11	-5	-4	-3	0	-1.0	4
O=C(Cc1cccc2ccccc12)NCCc1ccccc1	10	.	4	0	0	-11	-2	0	-0.3	11
O=C(Cn1cnc2c(cnn2-c2ccc(F)cc2)c1=O)NCC1CCCO1 (stereo unspecified)	6	1	-7	-1	4	.	-2	3	0.1	.
COc1cccc(/C=N/Nc2ccc(S(=O)(=O)Nc3ccccc3C(=O)O)cc2[N+](=O)[O-])c1O	31	14	.	-9	-22	-5	.	2	-6.9	5
Clc1ccc(-c2nnc(CCc3ccccc3)o2)c(Cl)c1	2	?	-30	-9	-2	-11	-2	-4	-7.0	11
CNC(=O)c1ccsc1NC(=O)CCS(=O)(=O)c1ccc(Cl)cc1	1	-8	.	-3	-3	-8	-5	-2	-1.7	8
Cc1cc(C)c(S(=O)(=O)c2ccccc2)c(N2CCOCC2)n1	-1	-5	34	-12	-3	-10	11	-5	-0.4	10
Cc1ccc(C(=O)Nc2c3c(nn2-c2ccccc2)CS(=O)(=O)C3)cc1C	0	-8	18	-12	-9	-7	-3	1	-1.8	7
CN1C(=S)NC(C)(C)CC1(C)c1ccc(O)cc1O (stereo unspecified)	7	10	-71	-11	6	16	-3	-2	-1.1	-16
Cc1cc(C)c2c3c(sc2n1)C(=O)N(c1ccccc1)CC(=O)N3	0	-8	3	-16	1	8	-5	-13	-0.4	-8
COCCN(C)C(=O)CCc1nnc(Cc2ccc(-c3ccccc3)cc2)o1	15	4	-2	2	-1	.	1	-1	-3.2	.
COc1ccc(-n2cnnc2SCCC#N)cc1	-2	-17	-16	-7	3	-5	-2	-2	-0.5	.
CCC(C(=O)NCc1ccco1)N(Cc1cccs1)C(=O)CNS(=O)(=O)c1ccccc1 (stereo unspecified)	.	.	.	-5	-12	-3	-1	24	-2.3	3

Bioassay records (PubChem)
